Bioassay records deposited in PubChem BioAssay by several laboratories.
M1 antagonist – antagonists of rat M1 muscarinic receptor | CHO-M1 cells, Fluo-4 calcium, ACh EC80 antagonist mode; hits give low values | B-score at 10 µM | actives 3.4% (n = 64,000);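 active = calcium fluorescence response, raw or row-and-column corrected B-score, differing from the plate sample mean either way at a set confidence level, mostly lower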
M1 ag – M1 muscarinic receptor agonists, primary screen, CHO-M1 cells, Fluo-4 calcium, agonist mode. Muscarinic acetylcholine receptor M1. Fluo-4 calcium fluorescence; hits give high values. B-score at 10 µM. actives 3% (n = 64,000). AID 626, 2007;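 active = fluorescence rise, raw or as B-score row- and column-corrected plate score, outside the 99.7% band of its plate's samples, either direction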
5HT1E ag – 5-HT1E receptor agonists, primary screen, cell-based, HTS; CHO 5-HT1E Ga15 NFAT-bla reporter, FRET; 0% DMSO wells, 100% control agonist wells; activation, % at 6 µM; actives 0.69% (n = 65,000); AID 574, 2007;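 active = activation above a set limit, the screen-wide mean activation plus 3 SD, cut at about 8.5% in these data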;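 also: 100% = positive control agonist at 1 µM giving full maximal response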
5-HT1A blocker – human 5-HT1a receptor antagonists, primary screen, cell-based, CHO, Ga15 NFAT-bla reporter; 5-hydroxytryptamine receptor 1A (Homo sapiens), P08908; CHO 5-HT1a Ga15 NFAT-bla reporter, antagonist mode; inhibition, % at 10 µM; actives 0.68% (n = 62,000); AID 612, 2007;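 active = inhibition above the mean of all tested compounds plus 3 SD, cut at about 43% in these data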;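 also: receptor stimulated by 5-CT agonist at 100 nM near EC80; beta-lactamase reporter measured by ratiometric fluorescence of a cleavable substrate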
HTR1E antagonist – 5-HT1E receptor antagonists, primary screen, cell-based, HTS | CHO 5-HT1E Ga15 NFAT-bla reporter, FRET, antagonist | inhibition, % at 6 µM | actives 0.99% (n = 65,000) | AID 571, 2007;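 active = inhibition above a set limit, the mean inhibition across every tested compound plus 3 SD, cut at about 29% in these data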;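 also: signal is the 460 over 535 nm emission ratio of beta-lactamase substrate; 0% = agonist plus DMSO wells and 100% = wells without agonist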
Jurkat tox 60K – cytotoxicity toward Jurkat T cells, primary screen, cytotoxicity control, cell-based, Jurkat E6.1, 60K MLSMR library. Jurkat E6.1 viability, ATP luminescence, 48 h. inhibition, % at 4 µM. actives 1.2% (n = 56,000). AID 463, 2006;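 active = inhibition above the mean inhibition of all tested compounds plus 3 SD, cut at about 28% in these data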
HTR1A agonist – human 5-HT1a receptor agonists, primary screen, cell-based, CHO, Ga15 NFAT-bla reporter; 5-hydroxytryptamine receptor 1A (Homo sapiens), P08908; CHO 5-HT1a Ga15 NFAT-bla reporter, FRET ratio; 0% basal, 100% maximal reference agonist; activation, % at 10 µM; actives 0.56% (n = 65,000); AID 567, 2006;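 active = activation above the screen-wide mean activation plus 3 SD, cut at about 19% in these data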;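 also: 0% = DMSO wells and 100% = 5-CT at EC100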
S1P3 agonist – human S1P3 receptor agonists, primary screen, cell-based, primary and confirmation, NFAT-BLA reporter; actives 0.1% (n = 60,000); S1P3 NFAT-BLA reporter cells, agonism, FRET ratio; relative to 1 µM S1P, basal subtracted; activation, % at 4.5 µM; Sphingosine 1-phosphate receptor 3 (Homo sapiens), Q99500; AID 373, 2006;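 active = activation above the screen-wide mean plus 3 SD, cut at about 4.5% in these data, passing the limit was not always enough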; also: some compounds called inactive have numbers as strong as hits
Target sequence (Q99500 whole entry, looked up): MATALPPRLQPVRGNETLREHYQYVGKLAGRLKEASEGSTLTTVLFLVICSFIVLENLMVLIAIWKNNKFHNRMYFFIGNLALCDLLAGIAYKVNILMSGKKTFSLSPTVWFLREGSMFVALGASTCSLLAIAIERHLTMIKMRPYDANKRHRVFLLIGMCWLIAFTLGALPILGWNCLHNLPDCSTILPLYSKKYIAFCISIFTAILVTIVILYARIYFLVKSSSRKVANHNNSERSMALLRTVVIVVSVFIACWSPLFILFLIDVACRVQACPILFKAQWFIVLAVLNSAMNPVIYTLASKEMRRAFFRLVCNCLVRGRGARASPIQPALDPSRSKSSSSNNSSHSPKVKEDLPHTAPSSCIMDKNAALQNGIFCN
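Material: Human S1P3 NFAT-BLA reporter CHO cells | Incubation: Overnight plating, 4 h compound 37 °C, 2 h substrate RT | Signal: FRET β-lactamase substrate fluorescence, excitation 405 nm, 460/535 nm emission ratio, background-subtracted | Compound: 4.5 µM final, single dose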
S1P1 ag-PAM – S1P1 agonists and agonism potentiators, primary screen, cell-based, primary and confirmation screens, CRE-bla reporter; Sphingosine 1-phosphate receptor 1 (Homo sapiens), P21453; S1P1 CRE-bla cells, forskolin, beta-lactamase FRET, potentiator mode; S1P1 agonist co-added at EC20, 2 nM; 100% = saturating reference agonist, 0% = basal; activation, % at 9.5 µM; actives 0.57% (n = 56,000); AID 449, 2006;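 active = activation above a cutoff set at the mean activation of all tested compounds plus 3 SD, cut at about 54% in these data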;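 also: forskolin at 4 µM as EC80 and the EC20 agonist is SEW2871; 100% = SEW2871 at its EC100 plus forskolin at EC80; some compounds past the cut are filed as inactive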
Target sequence (P21453 whole entry, looked up): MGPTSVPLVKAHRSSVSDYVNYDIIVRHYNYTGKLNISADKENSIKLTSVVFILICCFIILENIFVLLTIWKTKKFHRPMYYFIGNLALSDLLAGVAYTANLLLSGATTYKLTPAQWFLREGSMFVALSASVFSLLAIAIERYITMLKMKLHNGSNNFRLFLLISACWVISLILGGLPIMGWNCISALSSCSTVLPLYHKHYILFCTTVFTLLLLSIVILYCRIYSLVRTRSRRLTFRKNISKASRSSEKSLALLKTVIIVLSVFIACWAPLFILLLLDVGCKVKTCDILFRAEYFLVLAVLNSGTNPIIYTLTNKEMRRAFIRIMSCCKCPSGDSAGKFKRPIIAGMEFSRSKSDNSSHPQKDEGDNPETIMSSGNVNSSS
* marks the source's active call; other numbers are inactive results; / = not tested or not shown.

Sequence of screens: M1 ag	S1P1 ag-PAM	HTR1E antagonist	5-HT1A blocker	HTR1A agonist	Jurkat tox 60K	M1 antagonist	5HT1E ag	S1P3 agonist
(1) CCC(=O)c1ccccc1OCCN1C(=O)NC(C)(C)C1=O
    -0.48	1	4	8	-0.4	-2	0.48	-0.4	-1.6
(2) Cc1cc(C)n(CCc2nc3c4ccccc4nc(SCc4ccc(C#N)cc4)n3n2)n1
    -0.99	-18	-10	-2	-1.0	-7	-0.39	-0.7	-0.3
(3) O=C1CCc2cc(S(=O)(=O)N3CCCC3C(=O)N3CCN(c4ccccc4)CC3)ccc2N1 (configuration not stated)
    0.039	-26	7	3	1.4	-3	0.097	0.3	0.5
(4) CC1(C)CC(=O)C2=C(C1)NCN(CCCN1CCOCC1)C2
    0.056	-12	1	-14	-2.4	-6	-0.33	-0.1	0.9
(5) CC(C(=O)Nc1ccccc1F)N1C(=O)c2ccccc2C1=O (configuration not stated)
    -0.19	-22	10	-2	-0.5	-2	0.1	0.3	-1.0
(6) Cc1nnc(NC2=NCCCCC2)o1
    -0.49	-11	-9	-1	-1.5	1	0.6	-0.5	-1.0
(7) COCCNC(=O)Cn1c(=O)n(CCC(=O)NCCc2ccccc2)c(=O)c2ccccc21
    -0.29	-18	3	-10	-0.8	8	-0.93	-1.6	-0.6
(8) COc1ccc(CCNS(=O)(=O)c2ccccc2)cc1OC
    -0.056	/	19	7	-1.4	1	-0.37	0.3	-0.6
(9) CN1CCN(C(=O)C2CC(c3c(F)cccc3Cl)=NO2)CC1 (configuration not stated)
    0.55	-10	-2	3	-4.9	-3	0.072	-0.1	-0.3
(10) CCOC(=O)Cc1csc(NC(=O)CSc2nnc(-c3ccncc3)n2Cc2ccco2)n1
    -0.53	13	13	-1	-1.1	13	0.041	-1.0	-0.9
(11) CN(Cc1ccccc1)C(=O)CN(C1CCCCC1)S(C)(=O)=O
    0.31	14	7	9	-1.8	-1	0.59	-0.2	-0.4
(12) COc1cc(C)c(Cl)cc1S(=O)(=O)NCc1ccco1
    -0.07	13	-6	0	4.7	-6	0.19	0.6	-0.1
(13) COc1cc(NC(=O)c2cc(OC)c(OC)c(OC)c2)c(OC)cc1NC(=O)CN1CCCCC1
    3.9*	-4	25	9	-2.1	4	-0.17	-0.5	-0.7
(14) CC(=O)c1sc(Nc2ccccn2)nc1C
    0.32	-14	2	-11	-2.6	-4	-1.5	-0.5	0.6
(15) O=C(CSc1nnc(-c2ccco2)n1Cc1ccccc1)NC(=O)NCc1ccco1
    2.2*	-15	8	14	0.6	-1	0.11	0.3	-1.1
(16) CCN(CC)S(=O)(=O)c1ccc2c(c1)c(=O)c(C(=O)NCCN(C)CCc1ccccc1)cn2C
    /	29	-2	5	-2.7	11	/	0.0	-0.3
(17) CC(C)(C)c1ccc2c(c1)N(CC(=O)O)C(=O)CO2
    0.24	/	-9	2	-0.3	/	0.42	-0.1	/
(18) COc1ccc(CCNc2nc(N3CCOCC3)nc(N3CCOCC3)n2)cc1OC
    -0.42	/	9	16	-0.6	3	-0.67	-0.8	-0.3
(19) O=C1CC(NCCN2CCOCC2)C(=O)N1Cc1ccc(N2CCCC2=O)cc1 (configuration not stated)
    -1	/	22	12	-2.7	/	0.51	-1.4	/
(20) NC1CCCCC1N=Cc1c(O)n(CCc2ccc(F)cc2)c(=O)[nH]c1=O (configuration not stated)
    0.19	4	7	8	-4.0	4	0.28	0.8	-0.6
(21) CCOC(=O)c1cc2c3ccccc3n(CC)c2nc1N
    1.5	/	2	7	1.5	/	-0.054	-1.0	/
(22) O=C(O)c1cc2cc(OCc3ccccc3)ccc2[nH]1
    -0.57	8	-9	-2	-4.1	-3	0.096	-0.2	-0.5
(23) O=C(CSc1ccc2nnc(-c3ccccn3)n2n1)N1CCN(c2ccccc2)CC1
    3.3*	4	-4	-19	1.3	-4	-0.58	1.0	-0.1
(24) CCC(C)Sc1nc2c(c(=O)[nH]c(=O)n2C)n1Cc1ccccc1Cl (configuration not stated)
    0.72	-19	19	-1	2.3	4	-0.54	0.5	-1.5
(25) CCn1c(COc2ccc(C)cc2)nnc1SCC(=O)C(C)(C)C
    0.026	-19	-5	0	-2.0	11	-0.029	0.0	-1.4
(26) O=C(Nc1ccc(S(=O)(=O)Nc2nccs2)cc1)C1CCCCC1
    0.72	-10	-7	-5	0.0	-3	-13*	0.4	-0.9
(27) O=C(NCc1ccco1)C1(c2ccccc2)CCCC1
    1.3	/	1	-4	-2.0	-4	-1	1.0	0.2
(28) COc1ccc(Cn2c(=O)sc3ccccc32)cc1OC
    /	40	7	-6	1.0	16	/	0.3	-0.4
(29) Cc1nnc2n1NC(c1ccc(Cl)cc1)C(C(=O)N(C)C1CCCCC1)S2 (configuration not stated)
    0.41	-15	-7	-4	-1.2	-3	0.022	-0.2	-0.9
(30) COc1cccc(C(=O)N2CCN=C2SCc2cccnc2)c1OC
    -0.56	-2	3	-1	-2.0	3	-0.1	0.0	-0.7
(31) Cn1c(=O)cc(SCC(=O)N2CCCC2)c2cc(Cl)ccc21
    -0.37	-43	-6	-12	-4.8	4	0.89	-0.2	0.0
(32) COc1ccccc1C1C=C(c2ccc(C)cc2)Nc2nnnn21 (configuration not stated)
    -0.12	11	11	5	1.2	36*	0.48	-0.2	-0.4
(33) CCOC(=O)CNC(=O)CSc1nc(N(C)C)nc(N2CCOCC2)n1
    0.61	/	4	-3	-0.5	4	0.74	-0.1	-0.3
(34) N#Cc1ccc(OCC(=O)NCCc2ccc(S(N)(=O)=O)cc2)cc1
    0.49	15	-4	-10	-2.5	-8	0.16	-0.3	0.6
(35) COc1ccc(NC2CC(=O)N(c3ccccc3)C2=O)cc1 (configuration not stated)
    -0.39	/	-1	6	0.0	1	0.62	1.1	-1.0
(36) Cc1ccc(O)c(-c2cc(C(=O)Nc3ccc(S(=O)(=O)N4CC(C)OC(C)C4)cc3)[nH]n2)c1 (configuration not stated)
    -0.58	-3	3	-14	0.3	9	-0.85	0.7	-0.5
(37) CC1CC(C)CN(S(=O)(=O)c2ccc(NC(=O)C3COc4ccccc4O3)cc2)C1 (configuration not stated)
    0.27	39	-8	-6	-0.4	3	-0.17	-0.1	-0.4
(38) CCC(C)[C@H](NC(=O)Nc1ccc(C(C)=O)cc1)C(=O)OC (some centres not stated)
    0.013	14	10	14	-2.0	1	-0.05	0.0	-1.7
(39) CCOC(=O)C1CCN(c2ncnc3c2cnn3-c2ccccc2)CC1
    0.099	1	7	1	30*	3	-1.5	0.1	-0.8
(40) CCCC1=C(C(=O)OCC)C(c2ccccc2OCC)NC(=O)N1C (configuration not stated)
    0.66	-23	2	6	-1.3	11	-0.7	0.0	-1.0
(41) O=C(NCc1ccco1)C(c1cccs1)N(C(=O)Cc1cccs1)c1ccccc1 (configuration not stated)
    3.1	3	15	52*	-1.9	5	0.0021	-1.7	-1.5
(42) O=C(COC(=O)c1ccc(Oc2ccccc2)cc1)Nc1nnc(-c2ccccc2)o1
    0.37	-19	-6	-5	-1.2	6	-0.054	0.2	0.9
(43) COc1ccc(F)cc1S(=O)(=O)N1CCN(Cc2ccc3c(c2)OCO3)CC1
    -0.49	/	-1	7	-0.8	-1	-0.37	0.6	-1.0
(44) COc1ccc(Cn2c(CCC(=O)N3CCN(c4ccccn4)CC3)nc3ncccc3c2=O)cc1
    -0.032	-18	-8	-7	-3.6	4	0.035	-0.7	-0.1
(45) CCOc1ccc(NC(=O)c2ccccc2CO)cc1
    -0.5	1	7	4	-3.1	-1	-0.32	-0.6	0.1
(46) COCCn1nnnc1CN(Cc1cccnc1)Cc1cc2cc(OC)ccc2[nH]c1=O
    -0.35	12	6	-10	-0.1	-7	-0.021	-0.2	0.1
(47) COC(=O)N1CCN(c2ccc(Cl)c(Cl)c2)CC1
    -1.3	11	-5	-2	-2.3	1	-1.5	-1.2	-0.9
(48) CCOC(=O)c1cc(=O)cc(C(=O)OCC)o1
    -1	16	12	-11	-2.0	8	0.26	-1.6	0.3
